# Pf growth 96h: Primary qHTS for delayed death inhibitors of the malarial parasite plastid, 96 hour incubation; P. falciparum luciferase reporter growth, 96 h; Potency, µM (titrated, usually from 28.7 µM), for the others: at the highest dose activity change, negative = inhibition, actives largely listed as inhibitors; actives 6.9% (n = 320,000); AID 504834, 2011; note: potency is the fitted concentration of half-maximal effect; % is set by controls: 0 for no effect and ±100 for the full control effect
#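 Parasite growth measured via integrated firefly luciferase reporter in P. falciparum. Infected erythrocytes at 2% hematocrit, 0.05% parasitemia final were treated 96 hours at 37 C under 5% CO2, and luminescence was read.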
# Cycloheximide cs: Cycloheximide Counterscreen for Small Molecule Inhibitors of Shiga Toxin | cell reporter, cycloheximide protein synthesis inhibition counterscreen | max response, % | actives 12% (n = 300,000) | AID 2314, 2010; in the data active = max response mostly above about 13%, no sharp cut-off; inactive = mostly below about 14%; note: read at 38.3 µM for the half of the compounds with a filed dose; 0% is about no effect
# Giardia FBPA inh: qHTS Assay for Inhibitors of Fructose-1,6-bisphosphate Aldolase from Giardia Lamblia; A8B2U2; purified Giardia FBPA; Potency, µM (titrated, usually from 59.6 µM), inactives show at the top dose activity, negative = inhibition, actives largely listed as inhibitors; actives 0.71% (n = 290,000); AID 2451, 2010; note: potency is the fitted concentration of half-maximal effect; % is set by controls: 0 for no effect and ±100 for the full control effect; nearly all actives have a fitted effect of over 55% in size
# Target sequence (A8B2U2 whole entry, looked up): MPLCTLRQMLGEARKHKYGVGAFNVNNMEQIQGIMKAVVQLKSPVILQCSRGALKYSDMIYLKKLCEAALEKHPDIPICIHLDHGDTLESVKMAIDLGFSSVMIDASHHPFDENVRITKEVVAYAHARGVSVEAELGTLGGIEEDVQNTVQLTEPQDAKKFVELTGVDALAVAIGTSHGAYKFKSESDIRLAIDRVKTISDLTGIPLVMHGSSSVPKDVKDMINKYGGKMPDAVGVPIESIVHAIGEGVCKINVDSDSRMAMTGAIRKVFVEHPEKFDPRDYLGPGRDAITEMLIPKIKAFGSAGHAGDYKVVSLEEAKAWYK
#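 Giardia FBPA (40 nM reagent) was preincubated 10 min at RT with compound (up to 57.5 uM final), then substrate plus GAPDH/TPI/NAD/arsenate coupling system with diaphorase/resazurin was added; resorufin fluorescence (525/598 nm) was read after 20 min.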
# Sm TGR inh: qHTS Assay for the Inhibitors of Schistosoma Mansoni Peroxiredoxins; Schistosoma mansoni thioredoxin glutathione reductase (TGR), Q962Y6; purified TGR, DTNB reduction, TNB absorbance 405 nm; Potency, µM (titrated, usually from 114 µM), inactives show at the highest dose activity change, negative = inhibition, usual class: inhibitors; actives 3% (n = 360,000); note: potency is the fitted concentration of half-maximal effect; % is set by controls: 0 for no effect and ±100 for the full control effect; nearly all actives have a fitted effect of over 60% in size
#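 TGR 20 nM + NADPH 100 uM (dispensed conc.), cpd preinc 15 min RT; start with NADPH (500 uM addition) then DTNB (15 mM addition). Kinetic TNB absorbance, 405 nm filter. Four-parameter Hill fit across titration.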
# Pf growth 48h: Primary qHTS for delayed death inhibitors of the malarial parasite plastid, 48 hour incubation | actives 5.9% (n = 310,000) | P. falciparum luciferase growth in erythrocytes, 48 h | Potency, µM (top dose mostly 28.7 µM), without a hit: top-dose activity change, negative = inhibition, hits mostly inhibitors; note: potency is the fitted concentration of half-maximal effect; % is set by controls: 0 for no effect and ±100 for the full control effect
#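 A one-generation exposure of luciferase-tagged malaria parasites in RPMI 1640/Albumax erythrocyte culture, 37 C and 5% CO2. Inhibition is inferred from decreased luminescence after adding detection reagent.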
# Shiga toxin inh: A qHTS for Small Molecule Inhibitors of Shiga Toxin | actives 9.2% (n = 290,000) | Vero cells, Shiga toxin protein synthesis inhibition reporter | AID 2315, 2010 | inhibition, % at 38.7 µM; in the data active = inhibition mostly above about 28%, no sharp cut-off; inactive = mostly below about 43%; note: 0% is about no effect
# The depositor's hits bear a star; u = inconclusive; x = not tested or not shown; [ ] = dose if it differs, or a comment. Unless noted, calls come from the whole dose curve; as a rule, active = well fitted curve in the direction sought with a large enough effect; inconclusive = small, poorly fitted or top-dose-only effect, or another doubt; inactive = no such curve, though single readings can be large; an effect the other way counts as inactive or inconclusive. Outcome played no part in choosing rows. Share with any hit: about 24%.
SMILES,Pf growth 96h,Cycloheximide cs,Giardia FBPA inh,Sm TGR inh,Pf growth 48h,Shiga toxin inh
N#C/C(=C/c1ccccc1OCc1ccc(F)cc1)c1ccc(C(=O)O)cc1,0%,-2,5%,-3%,-5%,-7
CCOc1ccc(-c2cccc(NC(=O)COc3ccccc3)c2)nn1,u,27*,10%,-2%,-6%,19
CCCOc1cccc(C2/C(=C(/O)c3ccc(F)cc3)C(=O)C(=O)N2CCN(C)C)c1 (stereo not drawn),x,-3,11%,-36%,2%,-11
COc1ccc(C(=O)NC2CC2)cc1OC1CCN(C/C=C/c2ccccc2)CC1,12µM*,2,8%,-9%,-28%,-9
Cc1cc(COc2ccccc2)oc1C(=O)O,-6%,7,7%,1%,48%,x
CN(C)S(=O)(=O)c1ccc(C(=O)NC(=O)CSc2ccccc2)cc1,32%[activator],6,5%,-10%,-1%,-6
Cc1cccc(NC(=S)N2CCN(c3ccccc3F)CC2)c1C,0%,0,-1%,-12%,27%,-12
O=C1NC(=O)C2(COC(c3ccncc3)OC2)S1 (stereo not drawn),18%,4,-5%,-6%,21%,12
O=C(C1CCC1)N(CCc1ccccc1)Cc1nc2ccccc2c(=O)[nH]1,5%,7,0%,2%,u,-5
CC/C=C/C(=O)N1CC2(CC(c3cccc(NC(=O)CCCCC)c3)=NO2)C[C@H]1C(N)=O (stereo partly drawn),u,-3,0%,-21%,u,1
Oc1ccc(C[C@@H]2CNCCN2CC2CCCCC2)cc1,u,x,x,-3%,u,x
C=C(C)C(=O)N1CC2(CC(c3cccc(NC(=O)/C(C)=C\C)c3)=NO2)C[C@H]1C(N)=O (stereo partly drawn),62%[activator],-3,7%,-10%,0%,-12
CCOC(=O)c1ccc(CSc2ncn[nH]2)o1,x,-2,-18%,u,-7%,2
Cc1nc(NS(=O)(=O)c2ccccc2C)c2c3c(sc2n1)CCC3,-8%,-3,22%,0%,28%,-5
O=C(CCNS(=O)(=O)c1ccccc1C(F)(F)F)N1CCCCCCC1,-28%,x,x,-18%,u,x
CC1C=CCC2C(=O)N(c3ccc(OC(=O)c4ccco4)cc3)C(=O)C12 (stereo not drawn),10%,-3,-1%,x,-1%,14
O=C(O)CCCc1ccc(N(CCCl)CCCl)cc1,u,-1,2%,50µM*,u,-10
COc1cccc(C2C=C(c3cccs3)Nc3ncnn32)c1OC (stereo not drawn),x,7,u,u,-6%,20
Cc1ccc(C(=O)COc2ccccc2N2C(=O)c3ccccc3C2=O)cc1,3.3µM*,9,5%,-5%,38%[activator],-6
NS(=O)(=O)c1cccc(NC(=O)CCS(=O)(=O)c2ccc(Cl)cc2)c1,-9%,13,0%,x,2%,9
COc1ccc(CCNC(=O)CSc2nnc(CNC(=O)c3c(F)cccc3Cl)o2)cc1OC,-21%,-3,x,-6%,5%,-3
COc1ccc(/C=C/C(=O)NCCc2nc3ccccc3[nH]2)cc1,u,16*,-2%,28%,u,20
COCCN1C=C(C(=O)OC)C(c2ccc(Cl)cc2)C(C(=O)OC)=C1,0%,-2,-12%,x,10µM*,-5
CCc1cccc(NC(=O)c2ccc(NS(=O)(=O)c3c(C)noc3C)cc2)c1,100%[activator],-5,15%,-1%,u,-20
O=S(=O)(NCC1NCCc2ccccc21)c1ccccc1 (stereo not drawn),31%[activator],4,-10%,-18%,u,-13

# Next section; the last 7 above are carried over.
SMILES,Pf growth 96h,Cycloheximide cs,Giardia FBPA inh,Sm TGR inh,Pf growth 48h,Shiga toxin inh
Cc1ccc(C(=O)COc2ccccc2N2C(=O)c3ccccc3C2=O)cc1,3.3µM*,9,5%,-5%,38%[activator],-6
NS(=O)(=O)c1cccc(NC(=O)CCS(=O)(=O)c2ccc(Cl)cc2)c1,-9%,13,0%,x,2%,9
COc1ccc(CCNC(=O)CSc2nnc(CNC(=O)c3c(F)cccc3Cl)o2)cc1OC,-21%,-3,x,-6%,5%,-3
COc1ccc(/C=C/C(=O)NCCc2nc3ccccc3[nH]2)cc1,u,16*,-2%,28%,u,20
COCCN1C=C(C(=O)OC)C(c2ccc(Cl)cc2)C(C(=O)OC)=C1,0%,-2,-12%,x,10µM*,-5
CCc1cccc(NC(=O)c2ccc(NS(=O)(=O)c3c(C)noc3C)cc2)c1,100%[activator],-5,15%,-1%,u,-20
O=S(=O)(NCC1NCCc2ccccc21)c1ccccc1 (stereo not drawn),31%[activator],4,-10%,-18%,u,-13
CN(C(=S)NC(=O)c1ccc(Cl)cc1)C1CCCCC1,10µM*,50*,18%,79µM*,u,72*
CN(Cc1ccccc1)c1nc2c(c(=O)[nH]c(=O)n2C)n1Cc1ccccc1F,41%[activator],1,-1%,5%,u,-17
CN(C)S(=O)(=O)n1cc(/C=C(\NC(=O)c2ccccc2)C(=O)NCCCN2CCOCC2)c2ccccc21,u,-8,x,-18%,u,-10
COc1ccc(S(=O)(=O)NCC(c2ccc(F)cc2)N2CCN(C)CC2)cc1 (stereo not drawn),-4%,x,x,-2%,-19%,x
NC(=O)CC(O)c1cccc(Cl)c1 (stereo not drawn),72%[activator],-1,4%,0%,1%,23
CCN1C(=O)C(C(=O)NC(C)c2ccccc2)C2CC1(C)Oc1ccccc12 (stereo not drawn),25%,-6,1%,6%,u,-20
NC(=O)c1nsc(C(=O)N(Cc2ccc(F)cc2)C(C(=O)NCC2CCCO2)c2ccc(O)cc2)c1N (stereo not drawn),-5%,-4,-3%,-9%,-7%,-5
O=C(C1CCN(S(=O)(=O)N2CCOCC2)CC1)N1CCN(c2ccccc2)CC1,-29%,-3,x,12%,16%,11
CC(C)c1ccc(/C=C2\SC(=S)N(CC(=O)NCCCN3CCOCC3)C2=O)cc1,2%,39*,x,-11%,25%,46
O=[N+]([O-])c1ncccc1OCc1ccc(Br)cc1F,58%[activator],-2,15%,-6%,37%[activator],-6
O=C1c2ccncc2C(=O)N1c1cccc(Cl)c1,u,3,8%,3%,3%,-13
Cc1c(N=NC2=C(O)CC(C)(C)CC2=O)c(=O)n(-c2ccccc2)n1C,2.1µM*,-1,-14%,13µM*,-21%,-13
CCCC(=O)NC(C)C(c1cccs1)N1CCN(C)CC1 (stereo not drawn),44%[activator],-2,0%,3%,-5%,-4
CCOc1ccc(NC(=O)CN(C)C(=O)c2ccccc2OCc2c(C)noc2C)cc1OCC,-1%,x,x,-1%,-18%,x
COc1ccccc1-c1nc(C#N)c(N2CCN(C(=O)c3ccco3)CC2)o1,5%,2,x,7%,41%[activator],-5
CC1CCN(C(=O)/C(=C\c2ccco2)NC(=O)c2ccccc2)CC1,u,0,2%,-35%,-3%,2
O=C1NC(=O)C(=Cc2ccc3c(c2)OCO3)C(=O)N1,9.3µM*,12,-15%,0%,10%,6
O=C(CSc1ccccn1)N/N=C/c1cc([N+](=O)[O-])ccc1O,u,-2,22%,3%,u,-8
CCOC(=O)c1snc(C(=O)NC2CCCCC2)c1N,x,24*,1%,6%,90%[activator],161*
CC(C)(C)C(=O)NC(=S)NNC(=O)c1ccncc1,u,-2,u,-4%,u,-13
CCC(=O)NCCc1nc2cc(NC(=O)c3cccs3)ccc2n1C,171%[activator],17*,-1%,-1%,290%[activator],48*
Cc1ccc(C)c(NC(=O)CCN2C(=O)c3ccccc3C2=O)c1,u,-1,4%,14%,22%,15
CCC(C)N(C(=O)CSc1nnc(C)n1C)C1CCS(=O)(=O)C1 (stereo not drawn),-1%,x,x,7%,9%,x
O=C(CSc1nnc(COc2ccccc2)n1-c1ccccc1)c1cccs1,u,34*,2%,-3%,-20%,67
COc1ccc(CC(=O)Nc2cccc(S(=O)(=O)N3CCCCC3)c2)cc1,u,x,x,9%,u,x
# Other structures follow.
SMILES,Pf growth 96h,Cycloheximide cs,Giardia FBPA inh,Sm TGR inh,Pf growth 48h,Shiga toxin inh
CC(C)OCCCNC(=O)CN1C(=O)/C(=C/c2ccccc2)Sc2ccccc21,u,-2,-1%,-14%,-17%,0
NC(=O)c1cc(S(=O)(=O)NCCc2ccc(Cl)cc2)cs1,-10%,-3,3%,1%,u,-3
CCOC(=O)c1ccccc1NC(=O)C1CC(=O)N(C(C)(C)C)C1 (stereo not drawn),24%,-1,-2%,-14%,4%,x
COc1ccc(CN(C)CC(=O)N(C)CC(=O)Nc2ccccc2Br)cc1F,-16%,x,x,-28%,u,x
CCSc1nnc(NC(=O)c2cc(C)on2)s1,-21%,9,-12%,3%,u,23
CC(=O)Nc1ccc(N(C(=O)c2ccccn2)C(C(=O)NC2CCCCC2)c2ccc(F)cc2)cc1 (stereo not drawn),-5%,-5,14%,5%,-12%,-4
COc1ccc(Cl)cc1NC(=O)CN(C)C(=O)CCCc1c[nH]c2ccccc12,u,-3,x,-7%,u,-2
CC(=O)Nc1ccc(NC(=O)C(C)OC(=O)CNC(=O)c2sc3ccccc3c2Cl)cc1 (stereo not drawn),27%,2,9%,-11%,29%,-1
O=C(Nc1ccncc1)c1ccc(Br)cc1,-10%,10,6%,0%,u,45
O=C(O)C1(c2ccccc2)CCC(Nc2ccccc2)C1 (stereo not drawn),10%,1,4%,-14%,-1%,-1
O=C(Cc1ccc(F)cc1)Nc1ccccc1Sc1ccccc1,-5%,7,0%,-1%,-11%,-3
COc1ccc(C)cc1NC(=O)C1CCN(C(=O)c2ccc(C(C)(C)C)cc2)CC1,13%,-3,0%,-5%,u,22
CCCCCCS(=O)[C@H]1CS(=O)(=O)C[C@@H]1S(=O)CCCCCC (stereo partly drawn),-5%[5.75 µM],1,10%,4%,-12%,-5
COc1ccccc1-c1cc(C(F)(F)F)nc(S(=O)(=O)CCCC(=O)NC(C)C)n1,13%,-3,8%,-2%,-8%,-11
O=C(Nc1cccnc1)C1(F)C(F)(F)C(F)(F)C(F)(F)C(F)(F)C1(F)F,5%,3,-26%,-12%,-4%,-11
COC(=O)c1[nH]c(C)c(/C(O)=C2\C(=O)C(=O)N(CCN(C)C)C2c2ccc(C)o2)c1C (stereo not drawn),10%,-7,-15%,32µM*,13%,-9
Cc1ccccc1-c1nnn(CC(=O)N(C)CC(=O)Nc2ccccc2C(F)(F)F)n1,57%[activator],x,x,4%,-5%,x
CCc1c(C)nc2nc(SCc3ccccc3)[nH]n2c1=O,12%,-1,-23%,1%,16%,-6
CC(=O)NC(CCS(C)(=O)=O)C(=O)Nc1nc(C)cs1 (stereo not drawn),-14%,1,-3%,-11%,22%,13
O=S(=O)(Nc1ccc(-n2cnnn2)cc1)c1cccs1,47%[activator],x,x,-11%,-4%,x
N#Cc1ccccc1S(=O)(=O)N1CCN(C(=O)CN2C(=O)NC3(CCCC3)C2=O)CC1,2%,x,x,-3%,-12%,x
O=C(NCCN1CCOCC1)/C(=C\c1ccc(F)cc1)NC(=O)c1ccccc1,32%[activator],6,x,9%,-4%,-6
O=c1cc(N2CCN(c3ccccc3)CC2)[nH]c(=O)n1-c1ccccc1,0%,-1,-1%,4%,12%,-9
CC1CN(c2nc(Nc3ccccc3F)nc(N)c2[N+](=O)[O-])CC(C)O1 (stereo not drawn),u,-2,3%,-9%,-5%,-4
CSc1ccccc1OCc1cc(C(=O)N(C)Cc2cnccn2)no1,u,52*,x,0%,-17%,110*
O=C(Nc1cccc(Cl)c1)c1ccc(NCCCN2CCOCC2)c([N+](=O)[O-])c1,134%[activator],1,-4%,11%,u,26
COc1ccccc1-c1nnn(C/C(N)=N/O)n1,u,-2,7%,3%,15%,-15
COc1ccc(-n2c(=S)[nH]c3cc(C(=O)Nc4ccccc4OC)ccc3c2=O)c(OC)c1,83%[activator],5,15%,-6%,u,-17
